Screening data as filed in PubChem.
P. falciparum M1AAP: malaria alanyl aminopeptidase activity blockers – biochemical, fluorogenic H-Leu-NHMec substrate, 1536-well (AID 1445) | recombinant M1AAP, H-Leu-NHMec fluorogenic kinetic assay; higher % means a stronger effect | inhibition, % at 30 µM; hits with a dose series show IC50 in µM | 220,000 compounds, 0.42% hits;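 active means primary inhibition above the hit cutoff, then over 50% inhibition at one or more dose response concentrations, cut at about 23% in these data, passing the limit was not always enough; inconclusive means conflicting primary data, or primary hits not chosen for dose response; inactive means low primary inhibition, or under 50% at every dose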;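 further: plate controls were DMSO full reaction for no effect and no enzyme background for full effect; strong numbers were not always called active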
TNAP activation fold: stimulation of alkaline phosphatase TNAP activity – biochemical, luminescent, no phosphate acceptor, uHTS, primary screen (AID 1001); purified TNAP, luminescent activation assay, no phosphate acceptor; higher activation fold means a stronger effect; one-dose activation fold at 20 µM; EC50 in µM for titrated hits; 200,000 compounds, 0.03% hits; in the data active means activation fold from about 3, or a potency from the dose series; inactive means the rest, 99 in 100 with activation fold below about 1.6; further: many of its hits are not listed in these tables
human PMI inhibitors: MPI inhibition at elevated mannose 6-phosphate – biochemical, fluorescence intensity, high mannose 6-phosphate, primary screen (AID 1220); recombinant PMI enzyme, coupled fluorescence intensity; higher % means a stronger effect; inhibition, % at 20 µM; hits with a dose series show IC50 in µM; 190,000 compounds, 0.66% hits
PMI inhibitors: MPI enzyme activity inhibition – biochemical, fluorescence intensity, coupled assay, primary screen (AID 1209). inhibition, % at 20 µM; hits with a dose series show IC50 in µM. 190,000 compounds, 0.42% hits. purified PMI enzyme, coupled fluorescence intensity; higher % means a stronger effect;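 further: plate controls were DMSO vehicle for no effect and wells lacking substrate for full effect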
RSV CPE inhibition: inhibition of RSV-induced cytopathic effect – HEp-2 cells, primary 10 µM value included (AID 2391) | CPE inhibition, % at 10 µM; hits with a dose series show IC50 in µM | 310,000 compounds, 0.13% hits | HEp-2 cells, RSV-induced CPE inhibition; higher % means a stronger effect; in the data active means a potency from the dose series; inconclusive means CPE inhibition mostly from about 23% at the one dose, without a potency; inactive means the rest, 99 in 100 with CPE inhibition below about 21%; further: strong numbers were not always called active
M17LAP inhibition: P. falciparum M17LAP inhibitors, primary screen, biochemical, fluorogenic H-Leu-NHMec substrate, 1536-well (AID 1619). inhibition, % at 30 µM, or IC50 in µM where a hit was titrated. 220,000 compounds, 0.38% hits. recombinant M17LAP, H-Leu-NHMec fluorogenic kinetic assay; higher % means a stronger effect;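 active means compound inhibiting the enzyme by more than half at any dose during confirmatory dose-response retesting; inconclusive means strong single-dose inhibitors picked by rank but not retested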;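 further: plate controls were full reaction with DMSO carrier for no effect and no enzyme background for full effect; strong numbers were not always called active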
T cell HTS: T cell immune modulation candidate | 2C CD8+ T cell-vesicle binding, flow cytometry; hits give low values | calls only at 7 µM | 330,000 compounds, 0.068% hits | AID 2052;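 active means response, share of CD8 T cells binding vesicles, and their 90th percentile fluorescence all below set limits, cut at about 80% in these data, passing the limit was not always enough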
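Incubation: binding step 1.5 h, 37 °C, antibody labelling 20 min, ice; system: murine 2C transgenic CD8+ T lymphocytes; technique: cytometric PE anti-B7-1 and Alexa647 anti-CD8 signals after 1% paraformaldehyde fixation; also added: QL9-charged Drosophila Ld/ICAM-1/B7-1 vesicles; control set: naked versus QL9-loaded vesicles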
West Nile virus CPE: inhibition of WNV-induced cytopathic effect – cell-based, CPE readout (AID 1621); West Nile virus-infected cells, CPE inhibition; higher % means a stronger effect; one-dose CPE inhibition, % at 10 µM; IC50 in µM for titrated hits; 290,000 compounds, 0.02% hits; in the data active means a potency from the dose series; inconclusive means CPE inhibition mostly from about 3.7% at the one dose, without a potency; inactive means the rest, 99 in 100 with CPE inhibition below about 2.2%; further: strong numbers were not always called active
K1F lysis inhibition: inhibition of K1F phage lysis, E. coli UTI89, bacterial capsule biogenesis inhibitors, alamar blue (AID 488966); E. coli UTI89 K1F phage lysis, alamar blue, 2 h; higher % means a stronger effect; inhibition, % at 100 µM; hits with a dose series show IC50 in µM; 340,000 compounds, 0.02% hits;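 active means phage lysis inhibition, versus mean bacterial control, above a set limit; inconclusive means no clear call, values can overlap the other calls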;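 further: capsule biogenesis inhibitors block K1F phage lysis so surviving cells raise fluorescence; higher fluorescence means more inhibition of phage lysis; actives were called in the ten point dose series up to 300 µM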
T cell HTS vesicle-bound %: further read-out of T cell HTS, marked with its call; double positive events, %; measured here: CD8+ vesicle-bound cell fraction;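 binding gate set so that unloaded-vesicle control wells show 10% double positive cells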
Active calls of the source: *; [ ] = dose if it differs, or a comment. Unless noted, no stated cut-off is given here; in the data, active means inhibition above about 50%; inactive means the rest.

Results for CCCC1CCC(C2=N/C(=C\c3ccc(OC)c(OC)c3)C(=O)O2)CC1 (stereo not drawn) ?
P. falciparum M1AAP: 4.2%; TNAP activation fold: 1.1; human PMI inhibitors: 14.4%; PMI inhibitors: 19.7%; RSV CPE inhibition: 0.5%; M17LAP inhibition: 11.0%; T cell HTS: inactive; West Nile virus CPE: -0.5%; K1F lysis inhibition: 0.4%; T cell HTS vesicle-bound %: 53.8

Results for CCOC(=O)c1c(NC(=O)COc2ncnc3ccccc23)sc(C)c1CC ?
P. falciparum M1AAP: -3.0%; TNAP activation fold: 0.9; human PMI inhibitors: 2.9%; PMI inhibitors: 17.3%; RSV CPE inhibition: 8.9%; M17LAP inhibition: 3.0%; T cell HTS: inactive; West Nile virus CPE: -2.1%; K1F lysis inhibition: 1.1%; T cell HTS vesicle-bound %: 0.1

How did CCCCC1=CC2=CC(=O)C(C)(OC(=O)CC)C(=O)C2=CN1CCN1CCOCC1 (stereo not drawn) do in these assays?
P. falciparum M1AAP: 9.3%; RSV CPE inhibition: 4.8%; M17LAP inhibition: -5.0%; T cell HTS: inactive; West Nile virus CPE: 1.0%; T cell HTS vesicle-bound %: 19.3

How did O=C(C1CCN(C2CCN(C/C(Cl)=C/c3ccccc3)CC2)CC1)N1CCOCC1 do in these assays?
P. falciparum M1AAP: -4.6%; TNAP activation fold: 1.1; human PMI inhibitors: 8.9%; PMI inhibitors: 7.4%; RSV CPE inhibition: -1.8%; M17LAP inhibition: 1.4%; T cell HTS: inactive; West Nile virus CPE: -0.9%; K1F lysis inhibition: 0.1%; T cell HTS vesicle-bound %: 53.9

Results for CCc1ccc(OCCNC(=O)c2ccc(S(=O)(=O)N(C)C)cc2)cc1 ?
P. falciparum M1AAP: -1.8%; TNAP activation fold: 1.1; human PMI inhibitors: -4.0%; PMI inhibitors: 0.3%; M17LAP inhibition: -1.9%; T cell HTS: inactive; West Nile virus CPE: 0.0%; K1F lysis inhibition: 3.9%; T cell HTS vesicle-bound %: 35.4

What do the screens show for `Cc1cc(C)nc(-n2ncc3c2CC(c2ccccc2C)CC3=O)n1` (stereo not drawn)?
P. falciparum M1AAP: 12.5%; TNAP activation fold: 1.1; human PMI inhibitors: -3.3%; PMI inhibitors: 0.0%; RSV CPE inhibition: 0.7%; M17LAP inhibition: 1.8%; T cell HTS: inactive; West Nile virus CPE: -0.1%; K1F lysis inhibition: 0.2%; T cell HTS vesicle-bound %: 33.0

How did O=C(O)CCCCCNc1ccc2nsnc2c1[N+](=O)[O-] do in these assays?
P. falciparum M1AAP: 9.1%; TNAP activation fold: 1; human PMI inhibitors: 49.7%; PMI inhibitors: 13.7%; RSV CPE inhibition: 1.6%; M17LAP inhibition: 20.9%; T cell HTS: inactive; West Nile virus CPE: 0.3%; K1F lysis inhibition: -2.7%; T cell HTS vesicle-bound %: 45.6

Results for CNc1nc(C)c(C(=O)c2ccc(Cl)cc2)s1 ?
P. falciparum M1AAP: 3.5%; TNAP activation fold: 1.1; human PMI inhibitors: 2.6%; PMI inhibitors: 1.6%; RSV CPE inhibition: 12.5%; M17LAP inhibition: -5.3%; T cell HTS: inactive; West Nile virus CPE: 0.0%; K1F lysis inhibition: 0.2%; T cell HTS vesicle-bound %: 50.6

What do the screens show for `COc1cc(NC(=O)c2cccc(Cl)c2)ccc1NC(=O)c1cccs1`?
P. falciparum M1AAP: 6.6%; TNAP activation fold: 1.1; human PMI inhibitors: 2.2%; PMI inhibitors: 2.1%; RSV CPE inhibition: 1.0%; M17LAP inhibition: 0.8%; T cell HTS: inactive; West Nile virus CPE: -0.6%; K1F lysis inhibition: 1.2%; T cell HTS vesicle-bound %: 32.6

Results for COc1ccccc1CC(=O)Nc1nc(-c2ccc(F)c(F)c2)cs1 ?
RSV CPE inhibition: inconclusive; T cell HTS: inactive; West Nile virus CPE: -0.9%; K1F lysis inhibition: 0.2%; T cell HTS vesicle-bound %: 11.7

What do the screens show for `CC1CC(C)CN(CCCNC(=O)c2ccc3c(c2)NC(=O)CS3)C1` (stereo not drawn)?
RSV CPE inhibition: -0.8%; T cell HTS: inactive; West Nile virus CPE: -0.5%; K1F lysis inhibition: 0.2%; T cell HTS vesicle-bound %: 27.4

Results for CC(C)(C)c1nc(Sc2ncccc2[N+](=O)[O-])n[nH]1 ?
P. falciparum M1AAP: 1.5%; RSV CPE inhibition: 0.9%; M17LAP inhibition: 5.1%; T cell HTS: inactive; West Nile virus CPE: 0.2%; K1F lysis inhibition: -0.7%; T cell HTS vesicle-bound %: 32.4

How did Cc1cccc(NC(=O)C2CCN(S(=O)(=O)c3cccc4cccnc34)CC2)n1 do in these assays?
P. falciparum M1AAP: 6.3%; TNAP activation fold: 1.2; human PMI inhibitors: 14.4%; PMI inhibitors: 10.7%; RSV CPE inhibition: 0.7%; M17LAP inhibition: 13.4%; T cell HTS: inactive; West Nile virus CPE: -0.3%; K1F lysis inhibition: -8.8%; T cell HTS vesicle-bound %: 43.7

What do the screens show for `CCC(C)N1CCN(S(=O)(=O)c2ccc3ccccc3c2)CC1` (stereo not drawn)?
RSV CPE inhibition: 0.7%; T cell HTS: inactive; West Nile virus CPE: 0.1%; K1F lysis inhibition: 0.2%; T cell HTS vesicle-bound %: 52.8

Results for Cc1sc(NC(=O)c2ccccc2)c(C(c2ccccn2)N2CCN(CCO)CC2)c1C (stereo not drawn) ?
P. falciparum M1AAP: 2.3%; TNAP activation fold: 1.2; human PMI inhibitors: 15.7%; PMI inhibitors: 14.8%; RSV CPE inhibition: -0.8%; M17LAP inhibition: 1.3%; T cell HTS: inactive; West Nile virus CPE: -1.0%; K1F lysis inhibition: 3.0%; T cell HTS vesicle-bound %: 34.4

What do the screens show for `Cc1ccc(NC(=O)c2cccs2)cc1[N+](=O)[O-]`?
P. falciparum M1AAP: 8.1%; TNAP activation fold: 1.1; human PMI inhibitors: 7.6%; PMI inhibitors: 14.0%; RSV CPE inhibition: 14.9%; M17LAP inhibition: 7.7%; T cell HTS: inactive; West Nile virus CPE: -0.5%; K1F lysis inhibition: 0.1%; T cell HTS vesicle-bound %: 44.9

What do the screens show for `COc1ccc(CN2CCNC(=O)C2CC(=O)NCc2cccc(C)n2)c(OC)c1` (stereo not drawn)?
P. falciparum M1AAP: 0.6%; RSV CPE inhibition: 0.3%; M17LAP inhibition: 5.7%; T cell HTS: inactive; West Nile virus CPE: 0.1%; K1F lysis inhibition: 0.2%; T cell HTS vesicle-bound %: 42.2

What do the screens show for `COc1ccc(CNC(=O)NC(C)(C)c2cccc(C(C)(C)NC(=O)NCc3ccc(OC)cc3)c2)cc1`?
P. falciparum M1AAP: -5.2%; TNAP activation fold: 1; human PMI inhibitors: 3.7%; PMI inhibitors: 11.6%; RSV CPE inhibition: 1.3%; M17LAP inhibition: 1.7%; T cell HTS: inactive; West Nile virus CPE: -0.1%; K1F lysis inhibition: 0.0%[50 µM]; T cell HTS vesicle-bound %: 59.7

How did O=C(CC(NC(=O)C(F)(F)F)c1ccccc1)Nc1nnc(CCc2ccccc2)s1 (stereo not drawn) do in these assays?
P. falciparum M1AAP: 4.6%; TNAP activation fold: 1.2; human PMI inhibitors: 17.0%; PMI inhibitors: 19.0%; RSV CPE inhibition: 0.6%; M17LAP inhibition: -1.1%; T cell HTS: inactive; West Nile virus CPE: -0.1%; K1F lysis inhibition: 0.1%; T cell HTS vesicle-bound %: 22.5

Results for Cc1ccc(CN2CCC(n3nccc3NC(=O)c3ccc4c(c3)OCO4)CC2)o1 ?
RSV CPE inhibition: -0.7%; T cell HTS: inactive; West Nile virus CPE: -1.1%; K1F lysis inhibition: -0.1%; T cell HTS vesicle-bound %: 17.2

Results for O=C(NCc1ccccc1)c1cc(-c2ccco2)on1 ?
P. falciparum M1AAP: 8.2%; TNAP activation fold: 1.1; human PMI inhibitors: 1.0%; PMI inhibitors: 7.5%; RSV CPE inhibition: -0.4%; M17LAP inhibition: -2.6%; T cell HTS: inactive; West Nile virus CPE: 1.7%; K1F lysis inhibition: 0.2%; T cell HTS vesicle-bound %: 25.7

How did CC(C)(C)C(=O)N1CCN(c2c(Cl)cccc2[N+](=O)[O-])CC1 do in these assays?
P. falciparum M1AAP: 1.8%; TNAP activation fold: 1; human PMI inhibitors: 12.8%; PMI inhibitors: 10.3%; RSV CPE inhibition: 2.6%; M17LAP inhibition: 3.6%; T cell HTS: inactive; West Nile virus CPE: -0.9%; K1F lysis inhibition: 5.0%; T cell HTS vesicle-bound %: 56.7

Results for COc1ccc(CNC(=O)CSc2nc(-c3ccccc3)cc(-c3cccs3)c2C#N)cc1 ?
P. falciparum M1AAP: 1.4%; TNAP activation fold: 0.9; human PMI inhibitors: -12.2%; PMI inhibitors: -15.5%; RSV CPE inhibition: 3.4%; M17LAP inhibition: -2.2%; T cell HTS: inactive; West Nile virus CPE: -0.4%; K1F lysis inhibition: 0.0%; T cell HTS vesicle-bound %: 60.5

Results for CCOC(=O)CSc1nc2ccccc2n1CC(=O)N(C(C)C)C(C)C ?
P. falciparum M1AAP: 1.2%; TNAP activation fold: 1.1; human PMI inhibitors: 0.1%; PMI inhibitors: 7.2%; RSV CPE inhibition: 1.6%; M17LAP inhibition: -5.3%; T cell HTS: inactive; West Nile virus CPE: 0.8%; K1F lysis inhibition: 1.4%; T cell HTS vesicle-bound %: 43.4

How did Cc1cc(OCC(=O)NC2CC(C)(C)NC(C)(C)C2)c2c(C)c(C)c(=O)oc2c1 do in these assays?
RSV CPE inhibition: -1.1%; T cell HTS: inactive; West Nile virus CPE: 0.3%; K1F lysis inhibition: 0.0%; T cell HTS vesicle-bound %: 14.3

How did CSc1ccccc1NC(=O)c1cnc2scc(C)n2c1=O do in these assays?
P. falciparum M1AAP: 18.8%; TNAP activation fold: 1.1; human PMI inhibitors: 3.2%; PMI inhibitors: 2.2%; RSV CPE inhibition: 9.7%; M17LAP inhibition: 7.2%; T cell HTS: inactive; West Nile virus CPE: -0.4%; K1F lysis inhibition: -0.8%; T cell HTS vesicle-bound %: 36.2

What do the screens show for `CCCCOc1ccc(/C=N/NC(=O)C2CCCNC2=O)cc1` (stereo not drawn)?
P. falciparum M1AAP: 5.0%; RSV CPE inhibition: -0.1%; M17LAP inhibition: -0.5%; T cell HTS: inactive; West Nile virus CPE: 0.1%; K1F lysis inhibition: 0.5%; T cell HTS vesicle-bound %: 52.5
